Salmonella PhoP GFP: PhoP regulon inhibitors, Salmonella typhi PhoP promoter GFP reporter, confirmatory (AID 1850). Salmonella Typhi PhoP-promoter GFP reporter, fluorescence, 4 h; higher % means a stronger effect. hit rate 0.33% among 310,000. inhibition, % at 50 µM; hits with a dose series show IC50 in µM; in the data active means a potency from the dose series; inconclusive means inhibition mostly from about 25% at the one dose, without a potency; inactive means the rest, 99 in 100 with inhibition below about 19%;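 further: 0% = induced wells with vehicle and 100% = uninduced wells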
H37Rv inhibition: M. tuberculosis growth inhibition, HTS (AID 449762) | M. tuberculosis H37Rv growth inhibition, 7H9 media; higher % means a stronger effect | hit rate 0.59% among 330,000 | inhibition, % at 25 µM, or IC50 in µM where a hit was titrated; in the data active means a potency from the dose series; inconclusive means inhibition above about 70% without an active follow-up result;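 further: bacterial growth assessed after seven days of incubation; strong numbers were not always called active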
inhibitors of VEEV: inhibitors of VEEV TC-83 cytopathic effect, confirmation, Vero cells (AID 588727); Vero cells, VEEV TC-83 cytopathic effect inhibition; higher % means a stronger effect; inhibition, % at 20 µM, or IC50 in µM where a hit was titrated; hit rate 0.13% among 350,000; in the data active means a potency from the dose series; inconclusive means inhibition mostly from about 14% at the one dose, without a potency; inactive means the rest, 99 in 100 with inhibition below about 12%; further: strong numbers were not always called active
H1N1 NS1A inhibition: NS1A inhibition, H1N1 influenza, cell based functional assay (AID 504329); hit rate 0.3% among 340,000; one-dose inhibition, % at 12.5 µM; IC50 in µM for titrated hits; NS1A functional cell-based assay, percent inhibition; higher % means a stronger effect; in the data active means a potency from the dose series; inconclusive means inhibition above about 27% without an active follow-up result; further: strong numbers were not always called active
tuberculosis growth: growth inhibition of non-replicating M. tuberculosis (AID 488890); Mycobacterium tuberculosis non-replicating, growth inhibition; higher % means a stronger effect; inhibition, % at 25 µM; hits with a dose series show IC50 in µM; hit rate 0.39% among 320,000; in the data active means a potency from the dose series; inconclusive means inhibition mostly from about 82% at the one dose, without a potency; inactive means the rest, 99 in 100 with inhibition below about 76%;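 further: plate controls were DMSO cells for no effect and high antibiotic wells for full effect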
inhibitors of VEEV 10K pilot screen: also measured in inhibitors of VEEV; calls as there; inhibition, %; measured here: 10K pilot screen inhibition
Numbers without * were called inactive; i = inactive; ? = inconclusive; / = not tested or not shown. Hits appear at their usual frequency; 1.6% or so of the library scored in one or more.

SMILES	Salmonella PhoP GFP	H37Rv inhibition	inhibitors of VEEV	H1N1 NS1A inhibition	tuberculosis growth	others
O=C(c1ccccc1)c1nccn1-c1ccc(Cl)nn1	5%	6%	0.1%	8%	-12%
O=C1Nc2ccccc2N2CCCC12 (centres undefined)	4%	8%	/	/	0%
COc1ccc(C(=O)O)cc1S(=O)(=O)NC1CCN(Cc2ccccc2)CC1	/	6%	1.8%	2%	1%
O=C(O)c1ccc(/C=N/NC(=O)c2cc3ccccc3cc2O)cc1	/	5%	1.5%	-9%	12%
CNC(=O)c1ccsc1NC(=O)c1ccc2c(c1)CCCC2	-3%	2%	6.2%	27%	/
Cc1ccc(NC(=O)CN(C)C(=O)COc2cc(F)ccc2[N+](=O)[O-])cc1	6%	3%	3.8%	-8%	-11%
O=C(CSc1ccc2nnc(-c3ccccc3)n2n1)NCc1ccco1	-3%	-14%	3.6%	-3%	-6%
O=C(Nc1ccccn1)c1cc(-n2cnnc2)ccc1Cl	10%	1%	0.9%	-8%	-24%
O=C(CCN1C(=O)/C(=C\c2cccc(Br)c2)SC1=S)NCCCN1CCOCC1	5%	6%	13%	5%	-7%
CCCNC(=O)N1CCN(S(C)(=O)=O)CC1	3%	-2%	0.5%	8%	-9%
CC(C)(C)NC(=O)CN(CCc1ccccc1)C(=O)c1csnn1	-1%	-4%	4.4%	4%	5%
COc1ccc(CCNS(=O)(=O)c2ccccc2[N+](=O)[O-])cc1OC	-1%	-5%	i	-5%	-17%
N#Cc1c(NC(=O)CSc2nnnn2C2CCCC2)sc2c1CCCC2	-4%	?	0.8%	0%	27%
Cc1cc(C)nc(S/C=C/C(=O)c2ccccc2F)n1	8%	11%	?	3%	?
O=C(O)C1CC=CCC1C(=O)Nc1ccc(S(=O)(=O)N2CCCc3ccccc32)cc1 (centres undefined)	-3%	2%	16µM*	1%	28%
CN(C)S(=O)(=O)c1ccc2c(c1)nc(CCC(=O)NCCc1ccc(Cl)cc1)n2C	0%	7%	0.6%	1%	-3%
O=C(CNC(=O)c1cccc(F)c1)N/N=C/c1cccs1	-7%	2%	i	-14%	4%
C=CCN(C(=O)CSc1nc2c(sc3ccccc32)c(=O)n1CCN(CC)CC)c1ccccc1	11%	29µM*	2.8%	12%	?
Clc1cccc2c1CCN(Cc1nc(-c3cnccn3)no1)C2	5%	16%	6.8%	6%	1%
CCn1c(SCC(=O)OC2CCCCC2)nc2ccccc2c1=O	1%	22µM*	1.8%	1%	65%
O=C(Nc1ccc(S(=O)(=O)N2CCOCC2)cc1)C1CCN(S(=O)(=O)c2ccccc2)CC1	5%	6%	3.0%	-2%	17%
C=CCN1C(=O)/C(=C\C=C2\N(C)c3ccccc3C2(C)C)SC1=S	-9%	10%	0.6%	18%	-7%
COc1ccc(N(C(=O)c2snc(C(N)=O)c2N)C(C(=O)NCc2ccccc2)c2ccc(F)cc2)c(OC)c1 (centres undefined)	6%	8%	0.7%	11%	1%
COc1ccccc1OC(C)C(=O)N1CCC(Cc2ccccc2)CC1 (centres undefined)	-12%	-8%	i	4%	19%
CS(=O)(=O)N1CCN(c2ccc(C(=O)N3CCOCC3)cc2[N+](=O)[O-])CC1	10%	-2%	i	-5%	-9%
COc1ccc(CCN(C)C(=O)CCNC(=O)c2ccc(Br)cc2)cc1OC	0%	-5%	7.7%	0%	8%
Cc1ccc(OCC(=O)NNC(=O)CSc2ncnc3sc(C)c(C)c23)cc1	-8%	-1%	0.7%	0%	-12%
Cc1ccn2c(=O)nc(SCC(=O)N3N=C(c4cccs4)CC3c3ccc(F)cc3)nc2c1 (centres undefined)	3%	30%	9.5%	1%	34%
CC(=O)N1N=C(c2ccc(C)o2)CC1c1ccc(F)cc1 (centres undefined)	-9%	-27%	3.7%	-9%	3%
COc1ccc(Nc2cc(C(=O)NCCCOC(C)C)c3ccccc3n2)c(OC)c1	-7%	6%	11%	-8%	43%
COc1ccc(-c2noc(CCC(=O)NCC3CCCO3)n2)cc1OC (centres undefined)	3%	6%	1.8%	-2%	3%
Cc1cc(OCc2cc(C(=O)NCc3csc(C(C)C)n3)no2)cc(C)c1Cl	-10%	29%	7.1%	5%	47%
CC1CN(C(=O)c2cc3cc([N+](=O)[O-])ccc3s2)CC(C)O1 (centres undefined)	6%	-4%	0.6%	-14%	-2%
CC(=O)N1CCCc2ccccc21	-4%	0%	i	-6%	0%
CC1CCN(CCNC(=O)C2CCCN(S(=O)(=O)c3cccc4nsnc34)C2)CC1 (centres undefined)	4%	-1%	i	-10%	9%
CNC(=O)c1ccccc1NC(=O)c1cccc(S(=O)(=O)N2CCC(C)CC2)c1	-7%	-10%	6.6%	6%	6%
CCc1ccc(C(CC(=O)c2ccc(Cl)cc2)C(=O)O)cc1 (centres undefined)	-12%	6%	2.4%	-2%	44%
COc1cc(C=NNC(=O)c2cccnc2)ccc1OC(=O)c1ccccc1F	/	4%	i	-9%	-2%
CSc1nc(-c2ccccc2)nc2c1COC(C)(C)C2	9%	14%	i	7%	6%
CCCCCCOc1ccc(C(=O)O)cc1C#N	2%	-1%	0.2%	3%	i
CCOC(=O)C1CCN(C(=O)c2ccc(NS(=O)(=O)c3ccc(F)cc3C)cc2)CC1	7%	-3%	1.5%	5%	8%
CCC(=O)Nc1nc(NCc2ccccc2OC)n(-c2ccccc2)n1	3%	6%	1.0%	-10%	3%
CCOC(=O)C1CCCCN1C(=O)CCc1c(C)nc2ncnn2c1C (centres undefined)	-2%	-17%	i	-5%	-8%
O=C(Nc1c2c(nn1-c1ccc(F)cc1)CS(=O)(=O)C2)c1ccc2c(c1)OCO2	-7%	-6%	0.1%	8%	3%
OC(CN1C2=NCCN2c2ccccc21)c1ccc(Br)cc1 (centres undefined)	4%	-3%	i	-6%	15%
Cc1c(N=C2SCC(=O)N2/N=C/c2ccccc2)c(=O)n(-c2ccccc2)n1C	-7%	-13%	2.7%	6%	3%
COc1ccc(-c2cc(C(F)(F)F)nc(N3CCN(c4ccc(F)cc4)CC3)n2)cc1OC	/	/	2.2%	5%	/
CC(C)(C)NC(=O)CCN(/N=C/c1ccc([N+](=O)[O-])o1)C1=NS(=O)(=O)c2ccccc21	-2%	-6%	2.9%	0%	11%
Cc1cc(/C=C2/C(=O)NC(=O)N(C)C2=O)c(C)n1-c1ccccc1	20%	-4%	0.7%	-7%	2%
CC(C)C(C)(C#N)NC(=O)CSc1nnc(-c2ccccc2)o1 (centres undefined)	-10%	-9%	1.0%	3%	1%	inhibitors of VEEV 10K pilot screen=0.7
O=c1[nH]c2cc3c(cc2cc1CN(CCO)S(=O)(=O)c1ccccc1)OCCO3	1%	-3%	1.2%	1%	2%
O=C(CCNC(=O)c1ccc([N+](=O)[O-])cc1)NCCc1ccc(Cl)cc1	-8%	1%	0.8%	-3%	35%
COc1cc(NC(=O)CSc2nc3cc(C)ccc3cc2C)c(C(=O)O)cc1OC	-7%	3%	1.5%	-7%	-4%
CC(C)(C)NC(=O)CN(C(=O)CNC(=O)c1cccs1)c1ccc2c(c1)OCCO2	-7%	-5%	0.4%	1%	13%
Cc1cc(Oc2ccc(=O)n(C)n2)nc(Oc2ccc(=O)n(C)n2)n1	-5%	0%	1.2%	-1%	0%
CSc1nc(-c2ccccc2)nc(C(C)C)n1	/	5%	0.5%	-6%	16%
CCn1c(SCC(=O)N2CCc3ccccc32)nnc1-c1ccncc1	-8%	9%	0.1%	3%	50%
Cc1ccccc1OCCC(=O)Nc1c(C)n(C)n(-c2ccccc2)c1=O	5%	-1%	2.7%	-2%	1%
CC(C)c1nnc(SCC(=O)N2CCc3ccccc32)n1C	-2%	1%	2.7%	-6%	11%
Cc1ccc(CS(=O)Cc2ccc(C(=O)NCc3cccs3)o2)cc1 (centres undefined)	-13%	1%	2.6%	-7%	10%

7 records drawn at random from those above, as already listed:
SMILES	Salmonella PhoP GFP	H37Rv inhibition	inhibitors of VEEV	H1N1 NS1A inhibition	tuberculosis growth	others
N#Cc1c(NC(=O)CSc2nnnn2C2CCCC2)sc2c1CCCC2	-4%	?	0.8%	0%	27%
COc1ccc(N(C(=O)c2snc(C(N)=O)c2N)C(C(=O)NCc2ccccc2)c2ccc(F)cc2)c(OC)c1 (centres undefined)	6%	8%	0.7%	11%	1%
O=c1[nH]c2cc3c(cc2cc1CN(CCO)S(=O)(=O)c1ccccc1)OCCO3	1%	-3%	1.2%	1%	2%
O=C(CNC(=O)c1cccc(F)c1)N/N=C/c1cccs1	-7%	2%	i	-14%	4%
CN(C)S(=O)(=O)c1ccc2c(c1)nc(CCC(=O)NCCc1ccc(Cl)cc1)n2C	0%	7%	0.6%	1%	-3%
COc1ccc(CCNS(=O)(=O)c2ccccc2[N+](=O)[O-])cc1OC	-1%	-5%	i	-5%	-17%
OC(CN1C2=NCCN2c2ccccc21)c1ccc(Br)cc1 (centres undefined)	4%	-3%	i	-6%	15%

More structures follow:
SMILES	Salmonella PhoP GFP	H37Rv inhibition	inhibitors of VEEV	H1N1 NS1A inhibition	tuberculosis growth	others
COC(=O)C1=COC(C)C2CN3CCc4c([nH]c5ccccc45)C3CC12 (centres undefined)	-7%	-8%	0.9%	1%	-7%
O=C(CNC(=O)c1ccc(Cl)cc1)NC(CO)c1ccccc1 (centres undefined)	12%	-2%	i	-4%	-13%
NCCNC(=O)Cn1c(=O)c2c3c(sc2n(Cc2ccccc2)c1=O)CCCC3	-11%	4%	0.9%	12%	58%
CCCCC(=O)N(Cc1ccc(-c2ccccc2-c2nn[nH]n2)cc1)[C@H](C(=O)O)C(C)C	7%	10%	/	/	9%
c1ccc(CSCc2cn3ccccc3n2)cc1	-5%	1%	0.1%	-16%	15%
Cc1ccc(S(=O)(=O)N2CCOCC2)cc1NC(=O)COC(=O)CNC(=O)c1ccc(Oc2ccccc2)cc1	-4%	0%	i	8%	-12%
COc1cccc(NC(=O)Cc2cccs2)c1	5%	-3%	2.6%	0%	17%
Cc1cccc(OP(=O)(Nc2ccc(F)cc2)Oc2cccc(C)c2)c1	-14%	2%	5.3%	-8%	6%
CSCCC(C(=O)O)N1C(=O)c2ccc(C(=O)O)cc2C1=O (centres undefined)	1%	-3%	2.0%	-7%	7%
O=C1Nc2ccccc2C1=Nc1ccc(Cl)cc1	4%	-3%	i	-12%	-4%
COc1cc(NC(=O)C/C(C)=N/NC(=O)Cc2ccccc2)c(OC)cc1Cl	1%	9%	1.9%	4%	-17%
COc1ccc(C2(C)NC(=O)N(Cc3cc(Cl)cc4c3OCOC4)C2=O)cc1OC (centres undefined)	-9%	4%	4.8%	-10%	19%
COC(=O)c1ccc(OC)c(NS(=O)(=O)c2ccc(-n3cnnn3)cc2)c1	-17%	4%	1.2%	5%	-6%
Cn1cccc1CC(=O)N/N=C/C=C/c1ccccc1	6%	-9%	1.4%	4%	-20%
Cc1cccc(C)c1NC(=O)CN(C)C(=O)c1cc([N+](=O)[O-])ccc1N1CCOCC1	-10%	1%	1.0%	-12%	-5%

The last 2 entries of the part above come first, to join the parts:
SMILES	Salmonella PhoP GFP	H37Rv inhibition	inhibitors of VEEV	H1N1 NS1A inhibition	tuberculosis growth	others
Cn1cccc1CC(=O)N/N=C/C=C/c1ccccc1	6%	-9%	1.4%	4%	-20%
Cc1cccc(C)c1NC(=O)CN(C)C(=O)c1cc([N+](=O)[O-])ccc1N1CCOCC1	-10%	1%	1.0%	-12%	-5%
COc1ccc(CN(C)C(=O)COC(=O)c2cc([N+](=O)[O-])ccc2N2CCCC2)c(OC)c1OC	/	-1%	5.0%	10%	15%
COc1ccc(S(=O)(=O)N2CCN(C(=O)CN3C(=O)NC(C)(c4ccc5ccccc5c4)C3=O)CC2)cc1 (centres undefined)	4%	41%	i	1%	34%
COc1ccc2[nH]c(=O)c(CNc3cccc(C)c3)cc2c1	-6%	98%	2.3%	-7%	?
S=C(NCCN1CCOCC1)Nc1ccccc1Cl	-1%	2%	0.8%	-3%	22%
COc1ccc(OC)c(C(C(=O)NCc2ccco2)N(C(=O)Cn2nnc3ccccc32)C(C)C)c1 (centres undefined)	2%	-2%	1.1%	1%	14%
O=C(Nc1nc2ccccc2s1)C1CC(=O)N(c2ccccc2)C1 (centres undefined)	10%	-3%	8.9%	17%	30%
CCOc1ccc(N(CC(=O)NCc2ccc3c(c2)OCO3)C(=O)c2csnn2)cc1	-8%	-10%	1.1%	-3%	7%
CC(C)CNC(=O)CCCc1ccccc1	1%	3%	0.8%	5%	54%
CNC(=O)c1cccc(NC(=O)c2ccccc2OCc2ccccc2)c1	5%	0%	i	4%	-20%

Source: PubChem
